mIAP activ: increases mouse intestinal alkaline phosphatase activity | muIAP, CDP-Star luminescence, 30 min; active compounds read high; 1 = vehicle-only enzyme signal, 0 = enzyme-free wells | activation factor at 10 µM | 330,000 tested, 0.24% active;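 active means activation factor of at least 2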; further: the source names both 10 and 20 µM as test concentration; values of inactives mirror those of a sister screen read the other way
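Assay system: mouse IAP enzyme; Reagent: CDP-Star chemiluminescent phosphatase substrate; Compound: DMSO-dissolved test compounds; Incubation: 30 min, room temperature; Technique: luminescence from enzymatic CDP-Star hydrolysis; Controls: DMSO-only wells and no-enzyme negative control.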
NALP3 yeast inh: inhibitors of NALP3 inflammasome in yeast; 330,000 tested, 0.39% active; inhibition, % at 10 µM; Yeast reconstituted NLRP3/ASC/caspase-1, beta-gal luminescence, 24 h;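 active means inhibition of 50% or more; inactive means inhibition below 50%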;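 further: plate controls were induced DMSO wells for no effect and uninduced yeast grown without galactose for full effect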
tim10-1 inh: growth inhibitors of tim10-1 mutant yeast | S. cerevisiae tim10-1 ts strain growth, BacTiter-Glo, 24 h | inhibition, % at 20 µM | 330,000 tested, 2.2% active | AID 463190;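 active means inhibition of at least 40%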;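 further: mutant grown at 25 °C; 0% = DMSO wells with yeast and 100% = wells holding no yeast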
beta cell repl: inducers of beta-cell replication in MIN6 cells; 330,000 tested, 0.29% active; AID 2380; MIN6 cells proliferation, ATPlite luminescence, 48 h; cells starved in 0.2% serum; 100% = growth in 10% serum; proliferation, % at 10 µM;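 active means compounds whose signal lies at least 3.5 SD above the mean of all wells on their plate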;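 further: 0% = DMSO-treated cells in low-serum medium and 100% = 10% serum control; some compounds called inactive have numbers as strong as hits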
A3G deaminase: APOBEC3G (human) deaminase inhibition | recombinant A3G, ssDNA deamination FAM/TAMRA fluorescence | inhibition, % at 20 µM | 330,000 tested, 0.28% active | AID 493012;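 active means inhibition of at least 40% at 20 µM, with no more than 30% in the related APOBEC3A deaminase screen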;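 further: plate controls were DMSO wells with A3G for no effect and wells lacking A3G enzyme for full effect; some compounds called inactive have numbers as strong as hits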
Target sequence (Q9HC16 whole entry, looked up): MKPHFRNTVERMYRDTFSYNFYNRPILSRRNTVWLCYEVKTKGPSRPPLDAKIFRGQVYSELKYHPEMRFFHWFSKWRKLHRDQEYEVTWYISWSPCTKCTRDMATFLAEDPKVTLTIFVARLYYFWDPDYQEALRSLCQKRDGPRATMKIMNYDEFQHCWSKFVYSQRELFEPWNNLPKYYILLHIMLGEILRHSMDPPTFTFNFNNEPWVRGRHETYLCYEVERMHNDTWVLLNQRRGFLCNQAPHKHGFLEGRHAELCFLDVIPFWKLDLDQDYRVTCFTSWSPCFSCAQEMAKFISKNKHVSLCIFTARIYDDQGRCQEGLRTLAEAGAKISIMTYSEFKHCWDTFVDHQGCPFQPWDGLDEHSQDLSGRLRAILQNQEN
A3A deaminase: blocks human APOBEC3A ssDNA deamination | inhibition, % at 20 µM | AID 493011 | 330,000 tested, 0.41% active | recombinant A3A, FAM/TAMRA ssDNA deamination fluorescence | P31941;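 active means at least 40% inhibition at 20 µM here, with at most 30% in a related deaminase screen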;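 further: plate controls were A3A with DMSO for no effect and wells lacking A3A enzyme for full effect; some results filed as inactive read as strong as hits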
TIM10 inh: growth inhibitors of TIM10 yeast strain | 330,000 tested, 1.4% active | inhibition, % at 10 µM | S. cerevisiae TIM10 strain growth, BacTiter-Glo luminescence, 24 h;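 active means inhibition of 40% or more at the single tested concentration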;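 further: wild-type TIM10 isogenic control strain grown at permissive 25 °C; 0% = DMSO yeast wells and 100% = minimal medium wells without yeast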
mIAP block: mouse IAP inhibition. purified mouse IAP, CDP-Star luminescence, 30 min. inhibition, % at 10 µM. 330,000 tested, 0.2% active. AID 2806;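 active means inhibition of at least 40% at 10 µM in the primary screen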;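 further: plate controls were DMSO with enzyme for no effect and no enzyme wells for full effect; values of inactives mirror those of a sister screen read the other way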
hIAP block: blocks human intestinal alkaline phosphatase; inhibition, % at 10 µM; 330,000 tested, 0.12% active; purified IAP, CDP-Star luminescence, 30 min;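 active means inhibition reaching a set limit with compound at 10 µM in the primary screen, cut at about 35% in these data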;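 further: plate controls were DMSO wells with enzyme for no effect and no-enzyme buffer wells for full effect; values of inactives mirror those of a sister screen read the other way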
Target sequence (P09923 whole entry, looked up): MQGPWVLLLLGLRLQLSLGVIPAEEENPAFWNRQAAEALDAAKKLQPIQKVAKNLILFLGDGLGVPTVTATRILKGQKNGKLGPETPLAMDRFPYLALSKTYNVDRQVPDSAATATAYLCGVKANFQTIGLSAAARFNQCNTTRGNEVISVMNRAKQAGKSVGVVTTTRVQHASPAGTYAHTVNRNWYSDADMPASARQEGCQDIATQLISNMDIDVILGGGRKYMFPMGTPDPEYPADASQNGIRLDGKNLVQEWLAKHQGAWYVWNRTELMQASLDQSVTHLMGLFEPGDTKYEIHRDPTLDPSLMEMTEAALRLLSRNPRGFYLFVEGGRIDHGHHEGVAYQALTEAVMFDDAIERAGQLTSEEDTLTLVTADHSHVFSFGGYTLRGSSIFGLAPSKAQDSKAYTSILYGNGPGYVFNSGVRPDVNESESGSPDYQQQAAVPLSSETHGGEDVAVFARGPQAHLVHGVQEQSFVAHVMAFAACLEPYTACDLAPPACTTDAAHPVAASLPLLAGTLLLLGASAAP
Numbers without * were called inactive.

#1 O=C(CSC1=Nc2ccccc2C2=NC(c3ccccc3)C(=O)N12)NCC1CCCO1 (stereo not drawn)
#2 COc1ccc(NC(=O)CN2CCC(n3c(C)nc4cc(F)ccc43)CC2)c(OC)c1
#3 COC(=O)CCC(=O)OC1(C)C(=O)C2=CN(CCc3ccccn3)C(c3ccc(OC)cc3)=CC2=C(Br)C1=O (stereo not drawn)
#4 O=C(CNC(=O)c1ccco1)OCC(=O)c1ccc(Br)cc1
#5 CCn1c(SCC(=O)c2ccc(Cl)cc2)nnc1-c1ccoc1C
#6 Cn1ncc([N+](=O)[O-])c1C(=O)Nc1ccn(Cc2ccccc2F)n1
#7 CNC(=S)NNC(=O)Cc1ccc(OC)cc1
#8 Cc1[nH]c(C)c(S(=O)(=O)N2c3ccccc3CC2C)c1C(=O)N1CCCCC1 (stereo not drawn)
#9 CC(=O)c1ccc(S(=O)(=O)NCc2ccc(C(=O)N(C)CC(=O)Nc3cccc(F)c3)cc2)cc1
#10 CC(=O)NC1C(=O)N=C(SCC(=O)Nc2c(C)cccc2C)NC1=O (stereo not drawn)
entry no.,1,2,3,4,5,6,7,8,9,10
mIAP activ,0.96,0.93,0.9,1,0.93,0.94,1.1,1.1,0.99,0.92
NALP3 yeast inh,7,-2,16,3,8,13,9,14,14,12
tim10-1 inh,10,16,-2,-12,27,18,-11,4,-18,7
beta cell repl,-1,-2,-1,-1,0,-3,2,-2,0,-1
A3G deaminase,-3,-3,-6,-7,-2,0,-5,-3,-10,-4
A3A deaminase,-3,2,-2,-5,2,2,-2,2,-3,-5
TIM10 inh,2,12,5,-11,24,-2,-11,3,7,-12
mIAP block,4,7,10,0,7,6,-8,-10,1,8
hIAP block,9,9,-1,-10,9,3,-10,-37,-8,3

#11 COc1cc(C(=O)NCCc2cn3ccccc3n2)cc(OC)c1OC
#12 CCn1c(=O)c(=O)[nH]c2cc(C(=O)NC3CC3)ccc21
#13 CCCCNC(=O)NCC(=O)Nc1ccc(F)c(F)c1
#14 Cc1cc(C)c2c(=O)[nH]c(SCC(=O)N(C)C)nc2n1
#15 Oc1cc2c(cc1C(c1ccc(Cl)c(Cl)c1)N1CCCC1)OCO2 (stereo not drawn)
#16 CC(/C=C/c1ccccc1)=N\Nc1nc2c(c(=O)[nH]c(=O)n2C)n1CCO
#17 Cc1ccc2c(c1)N(CC(=O)O)C(=O)CO2
#18 O=c1c2ccccc2n2c(-c3cccc(Cl)c3)nnc2n1Cc1ccccc1
#19 COc1cc(NC(=O)CSc2nnnn2-c2ccccc2)cc(OC)c1OC
#20 COc1cc(/C(C)=N/NC(=O)c2ccc(CSc3nncn3C)cc2)cc(OC)c1OC
entry no.,11,12,13,14,15,16,17,18,19,20
mIAP activ,1.1,1.1,1.1,0.93,0.9,0.91,0.99,0.98,0.97,0.96
NALP3 yeast inh,-10,7,5,-13,27,12,-2,5,0,6
tim10-1 inh,11,5,-11,-4,50*,-13,-2,13,-12,10
beta cell repl,2,-2,-1,-2,-5,-3,-3,-3,-2,-2
A3G deaminase,-6,-7,-1,-6,-2,-4,-7,-11,-5,-10
A3A deaminase,-2,-1,-2,-1,6,-3,-7,-5,-2,-1
TIM10 inh,16,-1,6,8,33,9,-19,13,-18,-2
mIAP block,-10,-12,-6,7,10,9,1,2,3,4
hIAP block,4,2,-10,5,14,12,5,13,-9,-1

#21 NCCCCCc1cn([C@@H](CO)C(=O)NCCCCCCCCCCC(=O)N2CCNCC2)nn1
#22 O=C(O)c1ccc(OC2CSC2)cc1
#23 O=C(NCC1CCCO1)c1cc2ccccc2cc1O (stereo not drawn)
#24 COc1c(S(=O)(=O)N2CCN(C(=O)c3ccco3)CC2)ccc(Cl)c1Cl
#25 CCN(CC(=O)NCC1CCCO1)S(=O)(=O)c1ccc2ccccc2c1 (stereo not drawn)
#26 Oc1cccc(C2c3[nH]c4ccccc4c3CCN2Cc2ccc3c(c2)CCO3)c1 (stereo not drawn)
#27 Cc1ccc(/C(O)=C2\C(=O)C(=O)N(c3cc(C)on3)C2c2cccc(Cl)c2)cc1 (stereo not drawn)
#28 COc1ccc(Cl)cc1NC(=S)NCCc1ccc(S(N)(=O)=O)cc1
#29 N#CC1=C2SCN(Cc3ccco3)CN2C(=O)CC1c1cccc2ccccc12 (stereo not drawn)
#30 CCOC(=O)COc1c(Br)cc(/C=C2\SC(=O)N(CC(=O)N3CCCC3)C2=O)cc1OC
entry no.,21,22,23,24,25,26,27,28,29,30
mIAP activ,1,0.92,0.99,1,0.86,0.96,0.97,1.2,0.83,0.86
NALP3 yeast inh,12,11,12,38,-3,19,-5,12,14,7
tim10-1 inh,-8,4,-12,10,3,-11,6,7,19,29
beta cell repl,-5,1,2,-1,-1,-6,-3,-3,-3,-4
A3G deaminase,-4,-4,-1,-2,-7,-11,-2,-4,5,0
A3A deaminase,-3,-7,-2,-2,-3,3,-4,-4,-3,1
TIM10 inh,-7,-10,-8,-13,-4,6,14,15,4,14
mIAP block,-3,8,1,-5,14,4,3,-16,17,14
hIAP block,14,-18,1,-21,-11,10,3,8,-2,2

#31 Cc1ccccc1-n1c(SCc2c(C)noc2C)nnc1-c1cccnc1
#32 Cc1c(C(=O)OCC(=O)NCC2CCCO2)cccc1[N+](=O)[O-] (stereo not drawn)
#33 Cc1nn(C(=O)CCC(=O)NCCc2ccccc2)c2ccccc12
#34 CC(Nc1cc(C)cc(C)c1)=[N+](C)CCNS(=O)(=O)c1ccc(Cl)cc1
#35 O=C(Nc1nc(-c2ccccc2)cs1)C1CCCCN1S(=O)(=O)c1ccccc1 (stereo not drawn)
#36 O=C(CCCC(=O)NC1CCCCC1)Nc1ccc([N+](=O)[O-])cc1
#37 CC(=O)C1C(c2ccc(Cl)cc2)c2c(n[nH]c2C)CC1(C)O (stereo not drawn)
#38 O=C(Nc1nnc(-c2cccs2)o1)c1ccc(S(=O)(=O)N2CCOCC2)cc1
#39 Nc1ncnc2c1ncn2[C@@H]1O[C@H](CO)[C@@H](O)[C@H]1O
#40 Cc1ccc(-n2[nH]c(C)c(/C=N/c3cccc(C)n3)c2=O)cc1
entry no.,31,32,33,34,35,36,37,38,39,40
mIAP activ,1.1,0.96,0.95,1,1.4,1.1,1.1,0.96,0.99,1.1
NALP3 yeast inh,20,12,15,4,15,20,22,2,2,5
tim10-1 inh,18,-1,26,12,12,-14,-7,18,10,9
beta cell repl,-3,-3,3,-5,-4,-4,-5,-4,1,-4
A3G deaminase,-9,-6,-7,9,17,0,0,-2,2,-4
A3A deaminase,-1,-3,-5,45*,1,0,-3,-2,3,2
TIM10 inh,1,3,-5,5,-6,-3,2,10,18,17
mIAP block,-6,4,4,-2,-38,-12,-5,4,1,-9
hIAP block,6,5,13,9,3,-13,-12,24,-2,-27

#41 CCCN(CC(=O)Nc1ccccc1C)C(=O)CCCOc1ccc(Br)cc1
#42 COc1ccccc1NC(=O)CCc1nnc2ccc(N3CCCCC3)nn12
#43 CCN(CC)CCCn1c2c(c(SCC(=O)Nc3cccc(C)c3C)nc1=O)CCC2
#44 COCCNC(=O)Cn1cnc2c(cnn2-c2ccc(OC)cc2)c1=O
#45 CCOc1cc(C2C3=C(CCCC3=O)NC3=C2C(=O)CCC3)cc(Cl)c1O
#46 O=C(CCc1ccc(S(=O)(=O)N2CCCCC2)cc1)c1nnc(-c2ccccc2)o1
#47 COc1ccc(CNC(NC(=O)c2ccccc2)(C(F)(F)F)C(F)(F)F)cc1
#48 CCc1ccccc1NC(=O)c1ccoc1C
#49 Cn1c(=O)n(C)c2cc(NS(=O)(=O)c3cccs3)ccc21
#50 CC(C)c1nc(C#N)c(NN)o1
entry no.,41,42,43,44,45,46,47,48,49,50
mIAP activ,1,1,0.95,1,1,0.94,1.1,0.92,0.92,0.79
NALP3 yeast inh,24,13,22,-5,-7,-7,43,0,13,12
tim10-1 inh,8,8,4,-1,10,22,37,5,7,-2
beta cell repl,-2,-1,-1,-2,2,-3,-2,-3,-2,-2
A3G deaminase,-9,-3,-9,-4,-4,-1,-9,-1,-1,-2
A3A deaminase,-6,-2,-4,1,-2,2,-2,-2,5,-2
TIM10 inh,10,-4,1,5,-2,29,7,-1,-2,-6
mIAP block,-4,-3,5,-1,-1,6,-6,8,8,21
hIAP block,2,33,6,5,9,20,-4,1,-2,11

#51 O=C(CSc1ccc(-c2ccccc2)nn1)c1ccccc1
#52 COc1ccc(C2C(C(=O)NCC3CCCO3)c3cc(OC)c(OC)cc3C(=O)N2C)cc1OC (stereo not drawn)
#53 COc1ccc(NC(=S)NC23CN4CN(CN(C4)C2)C3)cc1
#54 Cc1ccc(C)c(N2CCN(C(=O)CCS(=O)(=O)c3cccc4nonc34)CC2)c1
#55 CC(C(=O)O)c1ccc2c(c1)[nH]c1ccc(Cl)cc12 (stereo not drawn)
#56 O=C(C1=C[C@H](c2ccc3c(c2)OCO3)C[C@H](OCc2ccc(CO)cc2)O1)N1CCN(Cc2ccc3c(c2)OCO3)CC1
#57 CS(=O)(=O)N1CCC(C(=O)N2CCN(Cc3ccccc3)CC2)CC1
#58 CCC(C)N(C(=O)CSc1nnnn1-c1ccccc1OC)C1CCS(=O)(=O)C1 (stereo not drawn)
#59 O=C(OCCCc1cc2ccccc2c(=O)o1)c1ccccc1C(F)(F)F
#60 O=C(NNS(=O)(=O)c1ccccc1)c1ccccc1-n1cccc1
#61 O=C1CCC[C@H]2c3[nH]c4ccccc4c3CCN12
entry no.,51,52,53,54,55,56,57,58,59,60,61
mIAP activ,0.83,0.98,1.1,0.96,0.97,1,0.96,1.1,0.9,0.95,0.9
NALP3 yeast inh,-28,-1,-7,16,26,24,1,23,6,-3,14
tim10-1 inh,20,0,4,34,4,15,4,-6,4,1,2
beta cell repl,0,-2,0,-3,-3,-6,-1,-1,6,0,-1
A3G deaminase,-3,-2,5,-3,-1,12,-2,-4,-10,-5,-6
A3A deaminase,1,-1,0,-3,4,2,2,-1,-1,-2,-5
TIM10 inh,25,8,-6,12,8,4,-6,0,-14,-4,4
mIAP block,17,2,-5,4,2,0,4,-12,10,5,10
hIAP block,4,11,1,3,-14,11,9,8,9,-7,20

Screening results (PubChem)
